# From PubChem BioAssay
# NPSR antagonist = qHTS Assay for Antagonists of the Neuropeptide S Receptor: cAMP Signal Transduction | 220,000 compounds, 1% hits | CHO-NPSR cells, cAMP TR-FRET, antagonist mode | Q6W5P4 | Potency, µM (top dose mostly 38.3 µM), for inactives: at the highest dose activity change, negative = inhibition, hits mostly inhibitors; also: % is scaled to controls: 0 for no effect and ±100 for the full control effect; nearly all actives have a fitted effect of over 50% in size; many of its hits are not listed in these tables
# ALDH1A1 block = qHTS Assay for Inhibitors of Aldehyde Dehydrogenase 1 (ALDH1A1); AID 1030, 2008; Potency, µM (doses to about 75.3 µM), for inactives: at the top dose activity, negative = inhibition, most hits filed as inhibitors; Aldehyde dehydrogenase 1A1 (Homo sapiens), P00352; 220,000 compounds, 7.3% hits; Purified ALDH1A1, NADH fluorescence, propionaldehyde substrate; active = well fitted inhibition curve with a large enough effect, not every such curve was filed as active; inconclusive = small, poorly fitted or top-dose-only effect, or another doubt; inactive = no such curve, though single readings can be large or run the other way;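 also: plate controls were no enzyme wells and a reference inhibitor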
# Target sequence (P00352 whole entry, looked up): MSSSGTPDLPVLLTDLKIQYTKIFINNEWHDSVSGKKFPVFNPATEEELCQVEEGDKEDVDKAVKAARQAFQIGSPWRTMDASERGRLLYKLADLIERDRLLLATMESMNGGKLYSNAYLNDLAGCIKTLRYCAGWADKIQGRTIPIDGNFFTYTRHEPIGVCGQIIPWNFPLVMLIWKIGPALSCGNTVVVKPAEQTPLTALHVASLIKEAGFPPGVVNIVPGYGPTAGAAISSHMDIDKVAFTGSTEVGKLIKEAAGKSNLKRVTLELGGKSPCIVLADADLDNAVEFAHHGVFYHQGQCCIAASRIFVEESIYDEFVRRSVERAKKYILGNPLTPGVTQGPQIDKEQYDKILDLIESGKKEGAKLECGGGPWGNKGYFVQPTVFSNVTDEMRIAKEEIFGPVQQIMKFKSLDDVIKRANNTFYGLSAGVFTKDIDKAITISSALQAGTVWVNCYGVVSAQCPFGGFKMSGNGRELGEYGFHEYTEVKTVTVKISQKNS
# GLA spleen mod = qHTS Assay for Inhibitors and Activators of Human alpha-Galactosidase From Spleen Homogenate; Potency, µM (doses to about 80 µM), inactives show at the top dose activity change, negative = inhibition, usual class: inhibitors; Alpha-galactosidase A (Homo sapiens), P06280; 240,000 compounds, 0.008% hits; human spleen homogenate, 4MU-alpha-Gal fluorescence, 40 min;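 also: 0% = enzyme with vehicle and -100% = no enzyme basal signal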
# Target sequence (P06280 32-429 limits assumed): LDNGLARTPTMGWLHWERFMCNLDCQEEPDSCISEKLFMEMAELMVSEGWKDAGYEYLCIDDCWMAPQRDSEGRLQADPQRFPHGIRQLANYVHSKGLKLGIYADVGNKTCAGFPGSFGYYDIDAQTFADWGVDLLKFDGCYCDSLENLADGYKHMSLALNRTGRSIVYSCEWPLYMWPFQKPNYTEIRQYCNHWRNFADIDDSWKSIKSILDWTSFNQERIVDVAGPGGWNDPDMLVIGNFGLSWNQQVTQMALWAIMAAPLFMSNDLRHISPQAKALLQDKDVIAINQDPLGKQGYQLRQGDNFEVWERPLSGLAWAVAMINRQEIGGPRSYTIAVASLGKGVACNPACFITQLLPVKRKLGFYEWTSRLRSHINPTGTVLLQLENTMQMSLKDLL
#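 Human spleen homogenate (1 ug) was the enzyme source, with 4-methylumbelliferyl-alpha-D-galactopyranoside (1 mM final) in pH 5.0 citrate buffer with 0.01% Tween-20. Compounds were titrated; after 40 min at 37C, NaOH/glycine stop, 4-MU fluorescence read; AC50 from Hill fits.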
# Tau fluor counter = Counterscreen qHTS for Inhibitors of Tau Fibril Formation, Fluorescence Polarization; tau K18 P301L Alexa594 fluorescence, heparin fibrillization; Potency, µM (doses to about 57.7 µM), for the others: at the top dose activity change, negative = decrease; 280,000 compounds, 0.93% hits; also: % is scaled to controls: 0 for no effect and ±100 for the full control effect; nearly all actives have a fitted effect of over 55% in size
#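 Human tau K18 P301L (15 uM unlabeled, 0.24 uM Alexa 594-labeled) in 100 mM sodium acetate pH 7 with 20 uM heparin, 6 hr at 37 C. ThT 30 uM added, 1 hr ambient; Alexa 594 FP and total fluorescence read at 555/632 nm.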
# GAA spleen mod = qHTS Assay for Inhibitors and Activators of Human alpha-Glucosidase From Spleen Homogenate. Lysosomal alpha-glucosidase (Homo sapiens), P10253. human spleen homogenate, 4-MU-alpha-glucoside fluorescence. Potency, µM (titrated, usually from 79.9 µM), without a hit: top-dose activity change, negative = inhibition, hits mostly inhibitors. 240,000 compounds, 0.006% hits. AID 2112, 2009;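 also: 0% = enzyme with vehicle and -100% = no enzyme basal signal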
#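 Compounds were titrated against alpha-glucosidase in spleen homogenate at pH 5.0, with 1 mM 4-methylumbelliferyl substrate for 40 min at 37 C. Reactions were quenched with pH 10 NaOH/glycine and fluorescence measured.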
# GAA inhib = qHTS Assay for Inhibitors of Human alpha-Glucosidase as a Potential Chaperone Treatment of Pompe Disease. Lysosomal alpha-glucosidase (Homo sapiens), P10253. purified human GAA, 4-MU-alpha-glucoside fluorescence. Potency, µM (series often up to 76.9 µM), for the others: top-dose activity change, negative = inhibition, most hits filed as inhibitors. 200,000 compounds, 0.005% hits. AID 1466, 2008;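 also: plate controls were uninhibited enzyme wells for no effect and no-enzyme background for full effect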
#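 Human alpha-glucosidase, 4 nM, pre-mixed with test compounds before 400 uM 4-methylumbelliferyl substrate; 20 min room temperature at pH 5.0. Fluorescence read after pH 10 stop; AC50 values from Hill-equation fits.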
# Epigenetic reg = Quantitative High-Throughput Screen for Regulators of Epigenetic Control; murine LDR cells, GFP reporter derepression, 30 h; 280,000 compounds, 0.2% hits; Potency, µM (top dose mostly 53.9 µM), without a hit: at the top dose GFP activation, most hits filed as activators; also: % of control where 0% means no effect; nearly all actives have a fitted effect of over 60% in size
#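 GFP-positive cell count by laser-scanning cytometry (objects 20–120 um) after 30 h, 37 C compound exposure of murine LDR cells; reporter is CMV-GFP integrated at a silenced locus, inducible by HDAC or DNMT inhibitors.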
# GAA glycogen mod = qHTS Assay for Inhibitors and Activators of Human alpha-Glucosidase Cleavage of Glycogen; 300,000 compounds, 0.38% hits; Potency, µM (doses to about 76.4 µM), inactives show top-dose activity change, negative = inhibition, usual class: inhibitors; Lysosomal alpha-glucosidase (Homo sapiens), P10253; recombinant GAA, glycogen substrate, Amplex Red glucose oxidase fluorescence;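 also: 0% = full enzyme reaction and -100% = no-enzyme basal signal; the screen sought inhibitors and activators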
#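 Recombinant human alpha-glucosidase (4 nM final) hydrolysed bovine liver glycogen (30 ug) for 40 min at 37 C in pH 5.0 citrate/phosphate with 0.01% Tween-20. Released glucose detected by glucose oxidase/Amplex Red, Ex 573/Em 610 nm. Compounds up to 77 uM; AC50 from Hill fits.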
# The depositor's hits bear a star; u = inconclusive; x = no result given; & = joins results of further samples; [ ] = dose if it differs, or a comment. Unless noted, calls follow the shape of the dose curve; as a rule, active = well fitted curve in the direction sought with a large enough effect; inconclusive = small, poorly fitted or top-dose-only effect, or another doubt; inactive = no such curve, though single readings can be large; an effect the other way counts as inactive or inconclusive. Potency is read from the fitted curve at half-maximal effect. Not all compounds are listed; count on the stated rates, not on these rows.
SMILES,NPSR antagonist,ALDH1A1 block,GLA spleen mod,Tau fluor counter,GAA spleen mod,GAA inhib,Epigenetic reg,GAA glycogen mod
O=C(NCCN1CCOCC1)c1ccc2ccccc2c1,-2.7%[46.1 µM],2.7%,-0.8%,-0.3%,-1.8%,-3.3%,-1.2%,5.2%
Cc1ccc(Nc2nnc(SCC(=O)NC(Cc3c[nH]c4ccccc34)C(=O)O)s2)cc1 (stereo unspecified),8.4%,u,3.5%,-3.5%,10.0%,5.9%,-0.8%,22.5%
CN(C)c1cccc(C(=O)NNC(=O)NC2CCCCC2)c1,6.2%[46.1 µM],4.1%,0.2%,-1.0%,-1.5%,5.4%,-0.9%,-12.3%
COc1cc(C(=O)N2CCC(C(=O)Nc3cccc(C(C)=O)c3)CC2)cc(OC)c1OC,-5.0%[46.1 µM],10.2%,4.7%,-1.2%,3.2%,-1.5%,-1.7%,-12.5%
NC(N)=NCCC[C@H](NC(=O)CC1(CC(=O)N2CCN(C3c4ccccc4NC(=O)c4ccccc43)CC2)CCCC1)C(=O)NCCn1c(=O)n(-c2ccccc2)n(-c2ccccc2)c1=O (stereo partly specified),x,5.1%,-2.9%,-15.8%,-2.6%,x,0.2%,x
Cn1c(SCC(=O)NC(C)(C)C)nnc1-c1cnccn1,0.9%[46.1 µM],6.6%,-2.4%,-7.1%,-1.6%,-20.4%,-1.2%,0.3%
O=C(NCCCn1ccnc1)NC(C(F)(F)F)C(F)(F)F,6.3%[46.1 µM],4.3%,12.1%,6.3%,3.5%,-9.5%,-2.1%,-4.7%
Cc1ccccc1NC(=O)CSc1n[nH]c(-c2ccco2)n1,-1.3%,-3.4%,4.8%,-0.9%,-5.7%,u,0.0%,-4.4%
CC1(C)[N+]([O-])=C2C(=[N+]([O-])C1(C)C)c1ccccc1/C2=N\O,-12.7%[46.1 µM],u,12.5%,-5.3%,0.4%,-5.8%,0.0%,-3.7%
Cc1ccc(N2CN(Cc3cccnc3)CNC2=S)cc1,0.6%[46.1 µM],4.2%,1.1%,5.0%,3.7%,-6.3%,0.0%,10.2%
O=C(NC1CC1)C1CCN(C2CCN(C(=O)/C=C/c3cccs3)CC2)CC1,-18.6%,-3.9%,4.2%,-8.1%,-0.8%,14.5%,-4.2%,1.3%
CN(c1ccc(OCC(=O)NCc2cccnc2)cc1)S(=O)(=O)c1ccc(Cl)cc1,-28.6%,-14.4%,1.4%,-8.9%,1.7%,0.8%,-1.6%,11.2%
CCOC(=O)C(NC(=O)CC)(Nc1sc2c(c1C(=O)OC)CCN(C)C2)C(F)(F)F (stereo unspecified),-15.1%[46.1 µM],-5.8%,-0.5%,-8.4%,-5.0%,-1.1%,-1.8%,21.6%
CSc1ccccc1NC(=O)CN(C)CC(=O)NCc1ccccc1,5.3%,0.199µM*,35.5µM*,-8.3%,u,0.7%,-0.9%,4.9%
O=C(c1ccc(F)cc1)N1CCN(C2CCC(c3ccccc3)CC2)CC1 (stereo unspecified),-19.9%,u,-3.9%,7.8%,-4.7%,1.5%,-0.1%,10.6%
O=C(CSc1ccccc1)NN1C(=O)c2ccccc2C1=O,0.2%,1.2%,12.2%,4.9%,7.1%,4.8%,-3.2%,5.7%
COc1ccc(C2C3=C(CC(C)(C)CC3=O)Nc3c2c(=O)[nH]c(=O)n3Cc2ccccc2)cc1 (stereo unspecified),u,0.5%,10.6%,-1.3%,-5.9%,-11.6%,-1.1%,u
CCOc1ccc(NC(=O)CN(C)CC(=O)Nc2cccc(Cl)c2C)cc1OCC,-14.9%[46.1 µM],6.9%,5.0%,-26.9%,-2.3%,-7.4%,-0.9%,-16.2%
CO[C@H]1COC(=O)[C@H](C)NC(=O)[C@@H](C)COC(=O)C/C=C\[C@@H]1C,x,8.6%[13.5 µM],0.4%[17.5 µM],-15.3%[11.6 µM],11.0%[17.4 µM],x,0.8%[10.1 µM],x
CCCCC(=O)N1C/C=C\C(c2ccc(OC)cc2)N(Cc2ccc(F)cc2)C(=O)C1 (stereo unspecified),-55.8%,x,-2.0%,-5.8%,3.1%,x,0.2%,0.4%
O=C(CSc1nnnn1C1CCCC1)NCCc1ccccc1,2.5%,x,-2.1%,-4.5%,-2.1%,x,-1.1%,3.8%
N#CCCn1cc(/C=N/O)c(-c2ccccc2)n1,5.4%[46.1 µM],u,7.3%,7.5%,6.7%,1.8%,-3.4%,-14.8%
O=C(NC(=C(Cl)Cl)S(=O)(=O)c1ccc(Cl)cc1)c1ccccc1,-39.6%,x,-6.1%,-10.7%,-6.2%,x,u,-1.6%
Cc1ccc(N2C(=O)N(CC(=O)C(C)(C)C)c3ccccc3S2(=O)=O)cc1,-18.9%,-0.2%,-3.3%,-17.5%,-6.1%,-8.0%,0.0%,2.3%
Cc1ccccc1C(=O)N1CCN(c2ccc(NC(=O)c3ccco3)cc2Cl)CC1,-20.3%[46.1 µM],u,2.0%,-23.7%,-2.7%,-9.5%,0.0%,-3.2%

# Reformatted field by field: three of the compounds above
NC(N)=NCCC[C@H](NC(=O)CC1(CC(=O)N2CCN(C3c4ccccc4NC(=O)c4ccccc43)CC2)CCCC1)C(=O)NCCn1c(=O)n(-c2ccccc2)n(-c2ccccc2)c1=O (stereo partly specified)
  NPSR antagonist: x; ALDH1A1 block: 5.1%; GLA spleen mod: -2.9%; Tau fluor counter: -15.8%; GAA spleen mod: -2.6%; GAA inhib: x; Epigenetic reg: 0.2%; GAA glycogen mod: x
Cc1ccccc1C(=O)N1CCN(c2ccc(NC(=O)c3ccco3)cc2Cl)CC1
  NPSR antagonist: -20.3%[46.1 µM]; ALDH1A1 block: u; GLA spleen mod: 2.0%; Tau fluor counter: -23.7%; GAA spleen mod: -2.7%; GAA inhib: -9.5%; Epigenetic reg: 0.0%; GAA glycogen mod: -3.2%
N#CCCn1cc(/C=N/O)c(-c2ccccc2)n1
  NPSR antagonist: 5.4%[46.1 µM]; ALDH1A1 block: u; GLA spleen mod: 7.3%; Tau fluor counter: 7.5%; GAA spleen mod: 6.7%; GAA inhib: 1.8%; Epigenetic reg: -3.4%; GAA glycogen mod: -14.8%

# The list continues:
SMILES,NPSR antagonist,ALDH1A1 block,GLA spleen mod,Tau fluor counter,GAA spleen mod,GAA inhib,Epigenetic reg,GAA glycogen mod
O=C(CN1CCC(C(=O)c2cccc(F)c2)CC1)NCc1cccs1,-4.1%,-10.1%,0.4%,-7.6%,-2.5%,3.6%,0.0%,-3.9%
CS(=O)(=O)N(CC(=O)Nc1ccc(F)cc1F)c1cccc([N+](=O)[O-])c1,-2.5%[46.1 µM],12.5%,5.1%,-6.5%,-13.2%,-0.1%,4.6%,0.9%
CCC1CCC2(CC1)NC(=O)N(CC(=O)Nc1cc(C)on1)C2=O (stereo unspecified),9.7%,3.9%,-5.1%,15.4%,-2.4%,5.4%,0.0%,4.6%
CCOC(=O)CC(=O)Nc1ccsc1C(N)=O,-9.3%,0.0%,-1.1%,-5.7%,2.8%,1.9%,1.1%,4.8%
Cc1ccc(N2C(=O)c3ccccc3C2Nc2ccc(S(=O)(=O)N3CCOCC3)cc2)nc1 (stereo unspecified),-13.8%[46.1 µM],u,-0.8%,-17.3%,-15.8%,-9.4%,1.7%,-4.9%
CCn1c(SCC(=O)N2CCOCC2)nc2ccccc21,-8.1%,9.7%,-2.8%,-7.8%,2.3%,-10.2%,1.1%,2.6%
CCN(CCn1cccn1)C(=O)CC1C(=O)NCCN1Cc1ccc(F)cc1 (stereo unspecified),-10.8%,-0.4%,-8.2%,-6.6%,0.3%,-15.2%,-1.1%,12.6%
COC(=O)NC(c1ccc(F)cc1)C(C(C)=O)C(=O)OC (stereo unspecified),x,28.0%[13.5 µM],-3.8%[17.5 µM],-7.3%[11.6 µM],-1.7%[17.4 µM],x,1.1%[10.1 µM],x
CC(=O)Nc1nnc(Cc2c[nH]c3ccccc23)s1,12.9%,10.7%,-5.4%,-2.2%,-0.4%,5.6%,1.3%,12.8%
Cc1cc(C)nc(SC(C)CNS(=O)(=O)c2ccccc2)n1 (stereo unspecified),3.4%,-5.4%,1.3%,-5.2%,1.4%,13.9%,-0.2%,6.5%
Cc1cccc(NC(=O)CSc2nc3nc4c(cc3c(=O)n2-c2ccccc2)CCCC4)c1,-17.1%,u,3.0%,-18.1%,-1.7%,6.8%,-2.5%,8.2%
COc1ccccc1-c1cn[nH]c(=S)n1,-9.3%[46.1 µM],7.08µM*,-5.2%,-7.6%,-6.6%,-3.0%,-0.9%,u
CCOc1ccc(NC(=O)CSc2nc3c(c(=O)n2C)SC(C)C3)cc1 (stereo unspecified),-2.6%[46.1 µM],-11.0%,-3.4%,-4.4%,-1.4%,0.6%,0.0%,1.5%
CCOC(=O)CC(=O)NC(C)(C)CCCCC(C)(C)NC(=O)CC(=O)OCC,6.2%,x,11.1%,x,10.0%,x,6.1%,-2.1%
Cc1nn(-c2ccccc2)c(C)c1C(=O)NCc1ccc(F)cc1,9.7%,-4.3%,-18.2%,-4.7%,-1.2%,-6.6%,-2.0%,9.3%
CC(=O)Nc1ccc(S(=O)(=O)NC2(C(F)(F)F)NC(=O)N(c3ccccc3F)C2=O)cc1 (stereo unspecified),-14.6%,-7.0%,3.6%,-6.9%&-0.4%,0.8%,10.3%,0.8%&-6.4%,10.7%[76.3 µM]
Cc1ccc(C(=O)N/N=C\c2cc(Br)c(Br)o2)cn1,35.9%,-1.2%,-7.1%,-10.5%,-4.3%,u,0.0%,-11.3%
COc1ccc(-c2nnc(N3CCC(C)CC3)c3ccccc23)cc1,u,-0.2%,0.9%,1.4%,-5.2%,u,-1.1%,1.5%
O=C(NCC(c1cccnc1)N1CCN(c2ccccc2)CC1)c1ccc2c(c1)OCO2 (stereo unspecified),-14.6%[46.1 µM],u,-10.8%,-4.1%,-11.0%,-14.0%,0.0%,-0.8%
